MCL1-BIM inh: disrupts human MCL1 binding to BIM-BH3 peptide. Q07820. GST-MCL1 / FITC-Bim-BH3 fluorescence polarization. inhibition, % at 10.9 µM. 320,000 tested, 0.68% active;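 active = inhibition above the mean inhibition of all tested compounds plus 3 SD, set per campaign, cut at about 40% in these data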;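 also: 0% = DMSO wells and 100% = unlabeled Bim-BH3 peptide control; higher means more loss of mP so more displacement of Bim peptide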
Target sequence (Q07820 whole entry, looked up): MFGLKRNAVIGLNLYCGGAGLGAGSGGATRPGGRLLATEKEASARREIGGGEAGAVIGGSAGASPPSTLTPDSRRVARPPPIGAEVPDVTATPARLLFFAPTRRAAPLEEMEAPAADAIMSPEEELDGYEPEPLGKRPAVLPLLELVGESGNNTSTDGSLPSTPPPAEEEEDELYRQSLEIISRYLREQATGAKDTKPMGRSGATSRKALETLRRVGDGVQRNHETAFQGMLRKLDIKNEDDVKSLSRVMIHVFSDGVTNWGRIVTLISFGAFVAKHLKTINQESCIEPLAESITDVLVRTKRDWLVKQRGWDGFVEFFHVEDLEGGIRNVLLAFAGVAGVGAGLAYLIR
VLA-4 inh: inhibition in a human VLA-4 binding assay. VLA-4 expressing cells, ligand binding flow cytometry. 330,000 tested, 0.2% active. inhibition, % (about 7 µM as worked out from the volumes in the protocol); in the data active = inhibition above about 50%
GLD-1 TGE inh: GLD-1-TGE RNA interaction inhibition (C. elegans). Q17339. purified GLD-1 + fluorescein TGE RNA, fluorescence polarization. inhibition, % at 5.96 µM. 320,000 tested, 0.44% active. AID 2280;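 active = percent inhibition above a per-plate cutoff, the plate mean of test compounds plus 3 SD, cut at about 30% in these data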;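 also: 0% = DMSO wells with GLD-1 and probe and 100% = wells lacking GLD-1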
Yeast superoxide: caloric restriction mimetics inhibiting age-related superoxide in yeast; 330,000 tested, 0.18% active; superoxide response (% of plate mean), % at 10 µM; S. cerevisiae aged cells, superoxide DHE fluorescence; active compounds read low;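 active = superoxide response under a set limit, about three screen SD below normal, cut at about 65% in these data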;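 also: yeast aged for seven days with compound at 30 °C before DHE staining; 100% = average MFI of all compound-treated wells on the plate with controls excluded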
GRK2 aptamer HTS: human GRK2 inhibition via aptamer displacement. P25098. bead flow cytometry, FAM-aptamer displacement from GRK2. inhibition of aptamer binding, % at 10 µM. 330,000 tested, 0.59% active;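 active = inhibition of aptamer binding above 40%, roughly 3 SD of noise, on plates passing a quality check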;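 also: median bead fluorescence of bound FAM aptamer so fluorescent compounds give negative values; no value below 0 was filed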
MEX-5 binding: C. elegans MEX-5 TCR-2 RNA binding activity; Q9XUB2; MEX-5/FITC-TCR2 RNA binding, fluorescence polarization; active compounds read low; activity score (negative = inhibition of binding), % at 10 µM; 300,000 tested, 0.38% active; AID 1832;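 active = inhibition past about -25% in most replicates, and total fluorescence under double the plate's negative control median, limit read from the data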;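 also: 0% = DMSO and -100% = 5 µM competing unlabeled TCR2 RNA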
Target sequence (Q9XUB2 whole entry, looked up): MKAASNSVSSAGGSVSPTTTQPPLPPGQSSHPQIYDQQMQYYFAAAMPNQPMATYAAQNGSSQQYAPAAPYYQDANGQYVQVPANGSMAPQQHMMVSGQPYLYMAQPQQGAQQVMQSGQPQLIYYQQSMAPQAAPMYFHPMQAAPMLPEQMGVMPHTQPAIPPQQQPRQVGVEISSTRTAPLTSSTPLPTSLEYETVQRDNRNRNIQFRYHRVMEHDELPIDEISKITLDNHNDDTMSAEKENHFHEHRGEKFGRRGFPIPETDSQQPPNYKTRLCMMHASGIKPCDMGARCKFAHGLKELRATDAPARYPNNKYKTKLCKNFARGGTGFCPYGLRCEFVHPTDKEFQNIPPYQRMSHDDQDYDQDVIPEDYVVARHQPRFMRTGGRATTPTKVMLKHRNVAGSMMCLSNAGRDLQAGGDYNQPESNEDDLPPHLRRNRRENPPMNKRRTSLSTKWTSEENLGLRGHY
CIT2 TOR yeast: alters CIT2-GFP fluorescence in TOR pathway yeast screen | GFP response vs DMSO, % at 10 µM | 320,000 tested, 0.065% active | AID 2029 | S. cerevisiae CIT2-GFP strain, flow cytometry, 3 h; 100 means same as DMSO wells;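 active = GFP response relative to DMSO above a set limit, near the screen mean plus 3 SD, cut at about 150% in these data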;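 also: ratio of well median GFP fluorescence to mean of DMSO wells on the plate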
Bcl-xL primary: Bcl-xL (human) inhibition | AID 2129 | 320,000 tested, 0.7% active | GST-Bcl-xL / FITC-Bim BH3 peptide fluorescence polarization | Q07817 | inhibition, % at 10.9 µM;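 active = inhibition above the mean of all tested compounds plus 3 SD, cutoff set per campaign, cut at about 30% in these data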;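 also: 0% = DMSO wells and 100% = unlabeled Bim-BH3 peptide competitor; inhibitors lower millipolarization by displacing the labeled peptide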
Target sequence (Q07817 whole entry, looked up): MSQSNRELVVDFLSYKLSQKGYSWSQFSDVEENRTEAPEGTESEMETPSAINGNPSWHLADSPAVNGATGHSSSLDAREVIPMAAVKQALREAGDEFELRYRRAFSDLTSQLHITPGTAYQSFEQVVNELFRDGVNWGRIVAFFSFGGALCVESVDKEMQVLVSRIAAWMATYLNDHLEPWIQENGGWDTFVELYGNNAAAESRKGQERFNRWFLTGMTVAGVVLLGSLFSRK
AGP1 TOR yeast: modulators of TOR pathway AGP1-GFP in S. cerevisiae; S. cerevisiae AGP1-GFP multiplex flow cytometry, 3 h; GFP as percent of DMSO wells; GFP response vs DMSO, % at 10 µM; 320,000 tested, 0.02% active; AID 2066;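 active = GFP response relative to DMSO above a set limit, near screen average plus 3 SD, cut at about 150% in these data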;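 also: median GFP channel fluorescence of the gated AGP1 strain per well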
An asterisk follows results filed as active; nt = not tested or not shown.

Key to letters – A = MCL1-BIM inh; B = VLA-4 inh; C = GLD-1 TGE inh; D = Yeast superoxide; E = GRK2 aptamer HTS; F = MEX-5 binding; G = CIT2 TOR yeast; H = Bcl-xL primary; I = AGP1 TOR yeast
CCN(CC1COc2ccccc2O1)C(=S)Nc1ccc(F)cc1 (stereo not given)
  A: 1 | B: 1 | C: -6 | D: 101 | E: 0 | F: 0.7 | G: 92 | H: -1 | I: 100
COc1cc(/C=N/NC(=O)c2cnn3c(C)cc(-c4ccccc4)nc23)ccc1O
  A: 0 | B: 13 | C: 3 | D: 124 | E: 0 | F: 1.9 | G: 101 | H: 4 | I: 88
S=c1[nH]ncc2ccccc12
  A: 6 | B: -9 | C: 0 | D: 88 | E: 0 | F: 2.8 | G: 67 | H: 7 | I: 72
COc1ccc(S(=O)(=O)NCC2CC3C=CC2C3)cc1OC (stereo not given)
  A: 2 | B: 13 | C: -2 | D: 98 | E: 0 | F: 3.2 | G: 98 | H: 0 | I: 103
O=C(OC1CCS(=O)(=O)c2sccc21)c1ccccc1 (stereo not given)
  A: -6 | B: 27 | C: -1 | D: 100 | E: 0 | F: 3.5 | G: 94 | H: 2 | I: 100
CCCn1nnc(NC(=O)c2cc(Br)ccc2OC)n1
  A: 6 | B: -11 | C: -4 | D: 105 | E: 0 | F: -0.5 | G: 95 | H: 0 | I: 101
COC(CNC(=O)C1CCC(CNS(=O)(=O)c2c(C)cc(C)cc2C)CC1)OC (stereo not given)
  A: 4 | B: 6 | C: -6 | D: 95 | E: 2 | F: 2.0 | G: 105 | H: 10 | I: 98
O=C(N/N=C/c1ccc([N+](=O)[O-])cc1)c1cc2ccccc2o1
  A: 2 | B: 4 | C: -6 | D: 108 | E: 0 | F: -2.8 | G: 122 | H: 2 | I: 132
O=C(O)c1ccc2c(c1)N(Cc1ccccc1)C(=O)c1ccccc1S2=O (stereo not given)
  A: 2 | B: 17 | C: 7 | D: 110 | E: 0 | F: -1.3 | G: 93 | H: -1 | I: 97
NC(=O)CC(NC(=O)c1ccc(Br)cc1)c1ccc(NC2CCCCCC2)c([N+](=O)[O-])c1 (stereo not given)
  A: -2 | B: 14 | C: 1 | D: 100 | E: 4 | F: -0.4 | G: 68 | H: 1 | I: 80

In another format: ten of the compounds above
Molecule | MCL1-BIM inh | VLA-4 inh | GLD-1 TGE inh | Yeast superoxide | GRK2 aptamer HTS | MEX-5 binding | CIT2 TOR yeast | Bcl-xL primary | AGP1 TOR yeast
CCN(CC1COc2ccccc2O1)C(=S)Nc1ccc(F)cc1 (stereo not given) | 1 | 1 | -6 | 101 | 0 | 0.7 | 92 | -1 | 100
COc1cc(/C=N/NC(=O)c2cnn3c(C)cc(-c4ccccc4)nc23)ccc1O | 0 | 13 | 3 | 124 | 0 | 1.9 | 101 | 4 | 88
S=c1[nH]ncc2ccccc12 | 6 | -9 | 0 | 88 | 0 | 2.8 | 67 | 7 | 72
COc1ccc(S(=O)(=O)NCC2CC3C=CC2C3)cc1OC (stereo not given) | 2 | 13 | -2 | 98 | 0 | 3.2 | 98 | 0 | 103
O=C(OC1CCS(=O)(=O)c2sccc21)c1ccccc1 (stereo not given) | -6 | 27 | -1 | 100 | 0 | 3.5 | 94 | 2 | 100
CCCn1nnc(NC(=O)c2cc(Br)ccc2OC)n1 | 6 | -11 | -4 | 105 | 0 | -0.5 | 95 | 0 | 101
COC(CNC(=O)C1CCC(CNS(=O)(=O)c2c(C)cc(C)cc2C)CC1)OC (stereo not given) | 4 | 6 | -6 | 95 | 2 | 2.0 | 105 | 10 | 98
O=C(N/N=C/c1ccc([N+](=O)[O-])cc1)c1cc2ccccc2o1 | 2 | 4 | -6 | 108 | 0 | -2.8 | 122 | 2 | 132
O=C(O)c1ccc2c(c1)N(Cc1ccccc1)C(=O)c1ccccc1S2=O (stereo not given) | 2 | 17 | 7 | 110 | 0 | -1.3 | 93 | -1 | 97
NC(=O)CC(NC(=O)c1ccc(Br)cc1)c1ccc(NC2CCCCCC2)c([N+](=O)[O-])c1 (stereo not given) | -2 | 14 | 1 | 100 | 4 | -0.4 | 68 | 1 | 80

Remaining list, next part:
Key to letters – A = MCL1-BIM inh; B = VLA-4 inh; C = GLD-1 TGE inh; D = Yeast superoxide; E = GRK2 aptamer HTS; F = MEX-5 binding; G = CIT2 TOR yeast; H = Bcl-xL primary; I = AGP1 TOR yeast
CS(=O)(=O)N(Cc1ccc(Cl)cc1)c1ccc(C(=O)NCCC2=CCCCC2)cc1
  A: -9 | B: 5 | C: 4 | D: 95 | E: 3 | F: -0.3 | G: 104 | H: -2 | I: 89
C#CCOCCOCCOCCNc1nc(N2CCN(C(=O)[C@H](CCC(=O)O)n3cc([C@@H](N)[C@H](C)CC)nn3)CC2)nc(N2CCN(C(=O)[C@H](CCC(=O)O)n3cc([C@@H](N)CCSC)nn3)CC2)n1
  A: nt | B: 25 | C: 3 | D: 98 | E: 0 | F: nt | G: 90 | H: nt | I: 93
CCC(=O)/C=C1\Sc2ccc(OC)cc2N1CCO
  A: 10 | B: -3 | C: -3 | D: 94 | E: 3 | F: -4.7 | G: 105 | H: 5 | I: 102
Cc1ccc(C2NC(=O)c3sc(=S)n(-c4ccccc4)c3N2)cc1 (stereo not given)
  A: 12 | B: -4 | C: 5 | D: 81 | E: 4 | F: -2.3 | G: 91 | H: 1 | I: 86
CC(Cc1cccs1)NC(=S)Nc1ccc(Cl)cc1 (stereo not given)
  A: 9 | B: -26 | C: 4 | D: 77 | E: 0 | F: -1.7 | G: 97 | H: 7 | I: 100
COc1ccc(-c2cc(C(F)(F)F)nc(-n3ccnc3C)n2)cc1
  A: -4 | B: 1 | C: 4 | D: 116 | E: 0 | F: -1.9 | G: 92 | H: 6 | I: 97
O=C(NCc1nnc2c(C(F)(F)F)cc(Cl)cn12)c1cccnc1
  A: 5 | B: 12 | C: 1 | D: 101 | E: 0 | F: -2.7 | G: 111 | H: 4 | I: 103
Cc1sc(NC(=O)c2cc(-c3ccc(Cl)cc3)nc3ccccc23)c(C(N)=O)c1C
  A: 8 | B: -12 | C: 6 | D: 105 | E: 0 | F: -1.6 | G: 97 | H: 14 | I: 97
CCCCNC(=O)Cc1ccc(C)cc1
  A: -2 | B: 11 | C: 3 | D: 97 | E: 0 | F: -0.2 | G: 97 | H: -2 | I: 93
CC(C)[C@H](NC(=O)N1CCn2c1nc1ccccc12)C(=O)NC1CCCCC1
  A: 4 | B: 2 | C: 8 | D: 85 | E: 0 | F: -1.2 | G: 96 | H: 5 | I: 97
COc1cc(Cl)ccc1OCc1cc(C(=O)N(C)Cc2cccc3cnccc23)no1
  A: -4 | B: -1 | C: 5 | D: 100 | E: 0 | F: 2.8 | G: 89 | H: 2 | I: 87
COc1ccccc1C(=O)Nc1ccc(S(=O)(=O)N2CCOCC2)cc1
  A: 5 | B: 22 | C: -2 | D: 106 | E: 0 | F: -0.9 | G: 101 | H: -3 | I: 97
Cc1ccc(NC(=O)C(=O)NCc2ccc(/C=N/NC(=O)c3c(C)nc4ccccn34)o2)cc1
  A: 2 | B: -1 | C: 2 | D: 110 | E: 0 | F: 2.6 | G: 97 | H: 3 | I: 105
Cc1cc(S(=O)(=O)NCc2ccccc2)ccc1OCC(=O)NCc1ccccn1
  A: 10 | B: -2 | C: 6 | D: 103 | E: 0 | F: 2.6 | G: 113 | H: 3 | I: 112
O=C(Cc1ccc(-n2c(=O)c3ccccc3n(Cc3ccc(F)cc3)c2=O)cc1)NCC1CCCO1 (stereo not given)
  A: 6 | B: 12 | C: 3 | D: 107 | E: 0 | F: -0.5 | G: 101 | H: 0 | I: 102
COCCN(C(=O)CSc1nncn1-c1ccccc1)c1c(N)n(Cc2ccccc2)c(=O)[nH]c1=O
  A: -12 | B: 9 | C: 5 | D: 112 | E: 0 | F: -0.7 | G: 96 | H: -4 | I: 104
Cc1ccc(-n2nc(C)c3c2OC(N)=C(C#N)C3c2ccco2)cc1 (stereo not given)
  A: 4 | B: 5 | C: 4 | D: 95 | E: 0 | F: 0.6 | G: 95 | H: 8 | I: 97
Cc1ccc(N(C)S(=O)(=O)c2csc(C(N)=O)c2)cc1C
  A: 6 | B: 10 | C: 1 | D: 96 | E: 1 | F: 1.1 | G: 99 | H: 4 | I: 94
O=C(NC1CCCC1)C(c1ccc(F)cc1)N(Cc1ccc(Cl)cc1)C(=O)CCl (stereo not given)
  A: -5 | B: 11 | C: 4 | D: 94 | E: 0 | F: -0.5 | G: 94 | H: -2 | I: 95
CCCN(CCC)C(=O)NC1CC(=O)N(c2ccc(OC)cc2)C1 (stereo not given)
  A: -8 | B: 7 | C: -5 | D: 106 | E: 1 | F: -1.5 | G: 107 | H: 1 | I: 116
O=C(CCNS(=O)(=O)c1ccccc1)NNC(=O)COc1ccc(Cl)cc1
  A: 5 | B: 2 | C: 3 | D: 108 | E: 0 | F: nt | G: 99 | H: 3 | I: 103
CC(C)CCOP(=O)(c1ccc(N(C)C)cc1)C(O)c1ccccc1 (stereo not given)
  A: 1 | B: 0 | C: -5 | D: 102 | E: 0 | F: -1.8 | G: 99 | H: 1 | I: 91
Cc1ccc2c(c1)C1CN(C)CCC1N2S(=O)(=O)c1ccc(C#N)cc1 (stereo not given)
  A: 5 | B: 0 | C: 2 | D: 87 | E: 0 | F: nt | G: 102 | H: 5 | I: 109
COc1ccc(S(=O)(=O)N(C)C[C@H]2Oc3ccc(NC(=O)NC4CCCCC4)cc3C(=O)N([C@H](C)CO)C[C@@H]2C)cc1
  A: nt | B: -7 | C: 3 | D: 101 | E: 0 | F: nt | G: nt | H: nt | I: nt
Cc1ccc(-c2cccc(C(=O)NCCc3ccccc3)n2)c2ccccc12
  A: -2 | B: 23 | C: 2 | D: 95 | E: 0 | F: -2.6 | G: 95 | H: 2 | I: 95
CC1(C)CN2C(=O)c3ccccc3C2(C)S1 (stereo not given)
  A: 2 | B: -1 | C: -2 | D: 90 | E: 2 | F: 2.1 | G: 93 | H: 2 | I: 93
COc1ccc(-n2nnnc2SCC(=O)c2cc3ccccc3o2)cc1
  A: -47 | B: 3 | C: -20 | D: 105 | E: 0 | F: 7.5 | G: 93 | H: -21 | I: 94
CN(C)S(=O)(=O)N1CCN(CC(O)COc2ccc(C(=O)c3ccccc3)cc2)CC1 (stereo not given)
  A: 9 | B: 32 | C: -3 | D: 98 | E: 1 | F: 1.4 | G: 103 | H: -1 | I: 101
COc1ccc(CNC(=O)C(NS(=O)(=O)c2ccc3c(c2)CCCN3C(C)=O)C(C)C)cc1 (stereo not given)
  A: 0 | B: 1 | C: -1 | D: 95 | E: 3 | F: nt | G: 96 | H: 3 | I: 100
COc1cccc(-c2ccc(NC(=O)C3CCCN(Cc4cnc(C)n4C)C3)cc2)c1 (stereo not given)
  A: 9 | B: 2 | C: 0 | D: 95 | E: 3 | F: -1.3 | G: 104 | H: 3 | I: 100
CC(C)C(c1nnnn1CCc1ccccc1)N1CCOCC1 (stereo not given)
  A: 6 | B: 7 | C: 2 | D: 106 | E: 3 | F: -9.4 | G: 106 | H: 6 | I: 110
CN1CCN(Cc2nc3ccccc3n2C)CC1CCO (stereo not given)
  A: 4 | B: 10 | C: 7 | D: 91 | E: 1 | F: -4.6 | G: 107 | H: 9 | I: 101
COc1ccc(C(=O)N2CCN(S(=O)(=O)c3ccccc3)CC2)c(OC)c1
  A: 2 | B: 6 | C: 9 | D: 125 | E: 3 | F: -0.8 | G: 104 | H: 0 | I: 104
O=C(COC(=O)c1cccc(S(=O)(=O)N2CCCC2)c1)Nc1ccccc1
  A: -2 | B: 16 | C: -4 | D: 103 | E: 0 | F: 0.9 | G: 103 | H: 1 | I: 107
